hIAP inh: blocks human intestinal alkaline phosphatase; 330,000 tested, 0.12% active; P09923; purified IAP, CDP-Star luminescence, 30 min; inhibition, % at 10 µM;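 active = inhibition reaching a set limit with compound at 10 µM in the primary screen, cut at about 35% in these data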;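 also: plate controls were DMSO wells with enzyme for no effect and no-enzyme buffer wells for full effect; values of inactives mirror those of a sister screen read the other way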
Target sequence (P09923 whole entry, looked up): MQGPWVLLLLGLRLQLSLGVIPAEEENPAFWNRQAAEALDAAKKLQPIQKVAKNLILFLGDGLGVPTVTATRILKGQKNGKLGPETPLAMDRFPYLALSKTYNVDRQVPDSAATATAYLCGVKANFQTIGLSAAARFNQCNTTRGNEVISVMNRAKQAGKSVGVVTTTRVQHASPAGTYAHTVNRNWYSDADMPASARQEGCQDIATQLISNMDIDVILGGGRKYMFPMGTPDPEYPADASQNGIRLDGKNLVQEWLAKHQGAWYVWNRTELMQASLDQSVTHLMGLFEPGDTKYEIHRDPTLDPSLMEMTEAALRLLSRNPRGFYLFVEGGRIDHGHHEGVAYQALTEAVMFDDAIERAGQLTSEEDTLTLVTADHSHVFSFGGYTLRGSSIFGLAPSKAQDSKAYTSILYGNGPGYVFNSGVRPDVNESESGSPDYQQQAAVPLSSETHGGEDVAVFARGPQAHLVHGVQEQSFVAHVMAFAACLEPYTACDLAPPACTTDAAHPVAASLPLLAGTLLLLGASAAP
GRIN3A LBD mod: modulates the human NR3A ligand-binding domain; NR3A LBD differential scanning fluorimetry, Tm shift; 0% = protein alone, 100% = glycine-bound protein; Tm shift relative to glycine control, % at 25 µM; 340,000 tested, 2.5% active; AID 1259313;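 active = melting temperature shift of at least 10% of the positive control shift, at one fixed dose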
hIAP act: increases human intestinal alkaline phosphatase activity; 330,000 tested, 0.16% active; purified human IAP, CDP-Star luminescence, 30 min; active compounds read high; 1 = vehicle-only enzyme, 0 = enzyme-free background; AID 2524; activation factor at 10 µM;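 active = activation factor of the enzyme at least 2-fold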; also: the source names both 10 and 20 µM as test concentration; values of inactives mirror those of a sister screen read the other way
mIAP block: blocks mouse intestinal alkaline phosphatase. purified mouse IAP, CDP-Star luminescence, 30 min. inhibition, % at 10 µM. 330,000 tested, 0.2% active. AID 2806;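 active = inhibition of at least 40% at 10 µM in the primary screen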;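 also: plate controls were DMSO with enzyme for no effect and no enzyme wells for full effect; values of inactives mirror those of a sister screen read the other way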
beta cell repl: inducers of beta-cell replication in MIN6 cells. proliferation, % at 10 µM. 330,000 tested, 0.29% active. MIN6 cells proliferation, ATPlite luminescence, 48 h; cells starved in 0.2% serum; 100% = growth in 10% serum;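 active = compounds whose signal lies at least 3.5 SD above the mean of all wells on their plate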;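 also: 0% = DMSO-treated cells in low-serum medium and 100% = 10% serum control; some compounds called inactive have numbers as strong as hits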
mIAP activ: increases mouse intestinal alkaline phosphatase activity; muIAP, CDP-Star luminescence, 30 min; active compounds read high; 1 = vehicle-only enzyme signal, 0 = enzyme-free wells; activation factor at 10 µM; 330,000 tested, 0.24% active;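 active = activation factor of at least 2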; also: the source names both 10 and 20 µM as test concentration; values of inactives mirror those of a sister screen read the other way
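System: mouse IAP enzyme. Reagent: CDP-Star chemiluminescent phosphatase substrate. Benchmarks: DMSO wells, no-enzyme wells. Times: 30 min enzyme-substrate-compound incubation at room temperature. Detection: luminescence from enzymatic CDP-Star hydrolysis. Doses: test compounds delivered from DMSO solution.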
APOBEC3G inh: inhibitors of human APOBEC3G DNA deaminase. recombinant A3G, ssDNA deamination FAM/TAMRA fluorescence. inhibition, % at 20 µM. AID 493012. 330,000 tested, 0.28% active;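 active = inhibition of at least 40% at 20 µM, with no more than 30% in the related APOBEC3A deaminase screen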;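 also: plate controls were DMSO wells with A3G for no effect and wells lacking A3G enzyme for full effect; some compounds called inactive have numbers as strong as hits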
Target sequence (Q9HC16 whole entry, looked up): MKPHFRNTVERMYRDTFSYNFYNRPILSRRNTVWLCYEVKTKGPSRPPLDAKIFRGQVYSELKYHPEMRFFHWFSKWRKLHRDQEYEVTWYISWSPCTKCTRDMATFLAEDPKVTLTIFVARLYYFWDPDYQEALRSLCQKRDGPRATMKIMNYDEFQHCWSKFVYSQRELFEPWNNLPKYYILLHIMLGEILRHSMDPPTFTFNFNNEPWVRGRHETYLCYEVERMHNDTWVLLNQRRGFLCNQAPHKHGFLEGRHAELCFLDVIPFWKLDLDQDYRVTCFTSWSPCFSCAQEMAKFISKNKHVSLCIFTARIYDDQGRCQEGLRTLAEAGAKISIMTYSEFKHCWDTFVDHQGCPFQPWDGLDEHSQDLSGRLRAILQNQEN
APOBEC3A inh: blocks human APOBEC3A ssDNA deamination. AID 493011. P31941. recombinant A3A, FAM/TAMRA ssDNA deamination fluorescence. 330,000 tested, 0.41% active. inhibition, % at 20 µM;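 active = at least 40% inhibition at 20 µM here, with at most 30% in a related deaminase screen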;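 also: plate controls were A3A with DMSO for no effect and wells lacking A3A enzyme for full effect; some results filed as inactive read as strong as hits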
Target sequence (P31941 whole entry, looked up): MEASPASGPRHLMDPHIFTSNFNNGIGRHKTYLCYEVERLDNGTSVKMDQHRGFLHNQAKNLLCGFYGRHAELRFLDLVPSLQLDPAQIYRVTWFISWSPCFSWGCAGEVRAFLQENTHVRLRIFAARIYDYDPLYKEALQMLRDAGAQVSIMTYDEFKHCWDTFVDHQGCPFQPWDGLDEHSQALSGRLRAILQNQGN
MPTP block: permeability transition pore inhibition | inhibition, % at 10 µM | AID 602449 | isolated mouse mitochondria, Ca2+ swelling absorbance, 30 min | 360,000 tested, 1.4% active;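 active = inhibition of 50% or more, scaled per plate between neutral and stimulator controls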;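 also: 0% = DMSO wells given calcium and 100% = 1 mM EGTA wells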
An asterisk follows results filed as active; . = no result given.

SMILES | hIAP inh | GRIN3A LBD mod | hIAP act | mIAP block | beta cell repl | mIAP activ | APOBEC3G inh | APOBEC3A inh | MPTP block
CN(CCc1ccccn1)C(=O)CCC1CCCN(C(=O)c2ccc3c(c2)OCCO3)C1 (stereo not given) | 6 | 0 | 0.94 | 2 | 0 | 0.98 | -7 | 1 | -3.6
O=S(=O)(NCCSCc1c(Cl)cccc1Cl)c1ccc2c(c1)OCCO2 | -6 | -14 | 1.1 | -15 | -6 | 1.2 | -1 | -3 | 16
O=Cc1ccnc(-c2ccc(OC(=O)c3ccco3)cc2)n1 | 0 | 2 | 1 | 5 | -6 | 0.95 | 4 | 8 | 1.5
Cc1ccc(NC(=S)NCc2ccc(Cl)cc2)c(OC(F)F)c1 | -35 | 0 | 1.4 | -41 | -7 | 1.4 | -2 | -3 | 62*
O=C(COC(=O)CCCc1nc2ccccc2s1)NC(=O)NCc1ccco1 | -8 | -1 | 1.1 | 3 | 0 | 0.97 | -3 | 5 | -1.3
Cc1ccc(CSCCNC(=O)CN(c2cccc([N+](=O)[O-])c2)S(C)(=O)=O)cc1 | 20 | 0 | 0.8 | 2 | 1 | 0.98 | -12 | -3 | -0.2
CC1CCCCN1C(=O)c1ccccc1NC(=O)c1ccco1 (stereo not given) | -6 | 0 | 1.1 | 4 | -2 | 0.96 | 0 | 2 | 0.4
Cc1nc2ccccc2c(=O)n1NC(=O)c1ccccc1Br | -13 | 3 | 1.1 | 6 | -3 | 0.94 | -10 | -3 | -1.7
CCc1ccc(OCCOCC(O)CNC(C)(C)C)cc1 (stereo not given) | -32 | -4 | 1.3 | -1 | 0 | 1 | -2 | 1 | 0.9
CCOC(=O)C(=O)NNc1ccccc1OC | -14 | -1 | 1.1 | 7 | -2 | 0.93 | -7 | -3 | -1.7
O=C1c2oc3ccc(Cl)cc3c(=O)c2C(c2ccccn2)N1CCCN1CCOCC1 (stereo not given) | 4 | -2 | 0.96 | 16 | -2 | 0.84 | -3 | -1 | .
Cc1cnc(C)c(N2CCN(Cc3nc(-c4ccc(C)o4)oc3C)CC2)n1 | 0 | -2 | 1 | -6 | 4 | 1.1 | -3 | 4 | -1.9
CC(=O)c1c(C)nc(C)nc1NC(=O)Cc1ccccc1 | -4 | 1 | 1 | 7 | 1 | 0.93 | 2 | 8 | -1.4
O=C(NC(=S)Nc1nc2ccc(F)cc2s1)c1ccco1 | 8 | -6 | 0.92 | 13 | 0 | 0.87 | -7 | -3 | -0.5
NS(=O)(=O)c1ccc(NC(=O)COC(=O)CNC(=O)C23CC4CC(CC(C4)C2)C3)cc1 | -12 | -2 | 1.1 | 0 | -4 | 1 | -1 | -2 | -2.0
CCCn1c(N)c(C(=O)CN(C)CC(=O)Nc2ccc(C)cc2)c(=O)[nH]c1=O | 0 | -4 | 1 | 7 | -5 | 0.93 | -8 | 4 | 1.7
CN1C(=O)S/C(=C/c2cccnc2)C1=O | -27 | -1 | 1.3 | 0 | 0 | 1 | -1 | 0 | -0.6
CN(C)S(=O)(=O)c1ccc(C(=O)Nc2ccccc2C(=O)NCCCN2CCOCC2)cc1 | -14 | 0 | 1.1 | -3 | -1 | 1 | -2 | 6 | -0.1
Cc1ccc2nc(N(CCCN(C)C)C(=O)c3cc(-c4cccs4)nc4ccccc34)sc2c1 | 19 | 7 | 0.81 | 14 | -7 | 0.86 | -3 | 0 | 0.8
O=C(COc1ccccc1Cl)N1CCN(c2ncccn2)CC1 | -11 | -2 | 1.1 | 4 | -1 | 0.96 | 0 | 5 | 0.3
COc1ccc(N2CC(NC(=O)Nc3ccccc3)CC2=O)cc1 (stereo not given) | -11 | -1 | 1.1 | -9 | -3 | 1.1 | -2 | -4 | 2.1
CCOc1ccc(C(=O)NCCC(=O)N2CCC3(CC2)NCCc2[nH]cnc23)cc1 | -12 | -1 | 1.1 | -6 | 2 | 1.1 | -5 | -1 | -1.5
O=C(Nc1ccccc1N1CCOCC1)c1ccncc1 | -21 | -2 | 1.2 | -2 | 0 | 1 | -11 | -2 | 0.8
O=C(Nc1ccc(Cl)cc1F)c1ccc(COc2c(F)c(F)c(F)c(F)c2F)o1 | 6 | -3 | 0.94 | -2 | -6 | 1 | -3 | 6 | -1.7
Fc1cccc(/C=N/Nc2ccccn2)c1 | 5 | 13* | 0.95 | -2 | 0 | 1 | -1 | 1 | -5.1
O=C(N1CCOCC1)N1CCN(C(=O)N(c2ccccc2)c2ccccc2)CC1 | -15 | 0 | 1.2 | -6 | -1 | 1.1 | -9 | -6 | -0.4
O=C(NCCCn1ccnc1)c1ccc(Cl)s1 | -3 | 4 | 1 | 6 | -2 | 0.94 | -8 | -5 | -1.9
CCC(CC)C(=O)Nc1nnc(S(=O)(=O)N(CC)c2ccc(OC)cc2)s1 | -15 | -3 | 1.1 | 0 | -2 | 1 | -5 | 1 | -1.3
Fc1ccccc1/C=C1\CCCC2=C1NC(=S)NC2c1ccccc1F (stereo not given) | 10 | 2 | 0.9 | 17 | -5 | 0.83 | -6 | -2 | -0.2
COc1cc(C2NC(=O)NC(c3ccccc3)=C2C(C)=O)c(Cl)cc1OCC(=O)O (stereo not given) | -6 | 2 | 1.1 | 0 | 1 | 1 | -5 | 0 | 2.4
Cc1cc(C)n2ncc(C(=O)NCCc3ccccc3)c2n1 | 14 | -1 | 0.85 | 11 | 5 | 0.89 | 2 | 2 | -1.0
Cc1cc(C)nc(Nc2cccc(Cl)c2)n1 | -6 | -1 | 1.1 | 0 | -1 | 1 | -4 | -2 | 1.4
CS(=O)(=O)c1ccc(C(=O)Nc2cc(-c3ccccc3)nn2-c2ccccc2)cc1 | 12 | -4 | 0.88 | 3 | 2 | 0.97 | -2 | 1 | 0.3
Cc1ccc(S(=O)(=O)Nc2ccc(S(=O)(=O)Nc3ncccn3)cc2)cc1 | 5 | 0 | 0.95 | -4 | 1 | 1 | -3 | 1 | 40
CCc1cccc(CC)c1NC(=O)CSc1nnc(C2CC2)n1N | 3 | 3 | 0.97 | 7 | -3 | 0.93 | -11 | -2 | 0.2
COc1cc(/C=C2\SC(=S)N(Nc3ccccc3)C2=O)ccc1O | 40* | 11* | 0.6 | 41* | 0 | 0.59 | -4 | -5 | 6.6
Cc1ccc(-c2cc(NC(=O)CSc3n[nH]c(N)n3)n(-c3ccccc3)n2)cc1 | 6 | -5 | 0.94 | 5 | -3 | 0.95 | -5 | 6 | -1.1
CCC(=O)NC(c1ccccc1)c1c(O)ccc2ccccc12 (stereo not given) | 9 | -1 | 0.91 | -3 | 1 | 1 | -4 | -1 | 1.0
O=C(Nc1cccc(NC(=O)c2ccc(F)cc2)c1)c1ccc(F)cc1 | 16 | -8 | 0.84 | -5 | 1 | 1 | -6 | -3 | -1.1
O=C(CSc1nncc2ccccc12)Nc1cccc(O)c1 | -11 | -2 | 1.1 | -2 | 1 | 1 | 5 | 5 | -1.1
O=C(CCc1ccccc1)NCC(=O)N/N=C/c1ccc(O)cc1O | -69 | 0 | 1.7 | 7 | -2 | 0.93 | 1 | 1 | 1.4
Cc1oc(CC(C)C)cc1C(=O)Nc1ccc(C(=O)O)cc1 | -6 | 3 | 1.1 | 4 | -2 | 0.96 | -3 | 1 | 2.4
COc1ccc(C(=O)N2CCCC2)cc1S(=O)(=O)N1CCC(C)CC1 | -5 | 3 | 1.1 | 0 | -1 | 1 | -3 | -4 | -0.6
Cc1cc(C)n(-c2nnc(NC34CC5CC(CC(C5)C3)C4)nn2)n1 | -24 | 0 | 1.2 | -12 | 0 | 1.1 | -7 | -4 | 0.0
CCC(Oc1ccccc1F)C(=O)NCCCn1ccnc1 (stereo not given) | 3 | -2 | 0.97 | -5 | 1 | 1.1 | -5 | -4 | -2.2

Reformatted: 3 of the compounds above
Sequence of screens: hIAP inh, GRIN3A LBD mod, hIAP act, mIAP block, beta cell repl, mIAP activ, APOBEC3G inh, APOBEC3A inh, MPTP block
CCC(Oc1ccccc1F)C(=O)NCCCn1ccnc1 (stereo not given)
 : 3, -2, 0.97, -5, 1, 1.1, -5, -4, -2.2
CS(=O)(=O)c1ccc(C(=O)Nc2cc(-c3ccccc3)nn2-c2ccccc2)cc1
 : 12, -4, 0.88, 3, 2, 0.97, -2, 1, 0.3
COc1ccc(C(=O)N2CCCC2)cc1S(=O)(=O)N1CCC(C)CC1
 : -5, 3, 1.1, 0, -1, 1, -3, -4, -0.6

(further entries)
SMILES | hIAP inh | GRIN3A LBD mod | hIAP act | mIAP block | beta cell repl | mIAP activ | APOBEC3G inh | APOBEC3A inh | MPTP block
NC(=O)C1Cc2ccccc2CN1C(=O)c1nn(Cc2ccccc2)c(=O)c2ccccc12 (stereo not given) | 5 | -1 | 0.95 | 10 | -4 | 0.9 | -1 | 1 | 0.5
N=c1c2ccccc2nc2n1CCCCCCCCCCC2 | -23 | -1 | 1.2 | -7 | -3 | 1.1 | -6 | 0 | 43
CCN(C(=O)CSc1nc(C2CC2)n(-c2ccccc2)n1)C1CCS(=O)(=O)C1 (stereo not given) | -2 | 1 | 1 | -5 | -3 | 1 | -2 | 3 | -0.8
Cn1c(=O)c2c(ncn2CC(=O)Nc2ccccc2)n(C)c1=O | -18 | 0 | 1.2 | -3 | 2 | 1 | 7 | 4 | -5.7
COc1ccccc1CN1CCN(Cc2ccc3ccccc3c2)CC1 | -4 | 0 | 1 | 6 | 0 | 0.94 | -5 | 4 | 1.6
Cc1ccc(C)c(CNc2ccc(S(=O)(=O)N3CCCCC3)cc2)c1 | -2 | 2 | 1 | -76 | -7 | 1.8 | -3 | -1 | 3.2
CSc1nc2sc3c(c2c(=O)n1C)CCCC3 | 12 | 0 | 0.88 | -1 | 0 | 1 | -4 | -2 | 1.2
COc1ccccc1NCCC(=O)OCC(=O)NC1CCCCCC1 | 1 | -5 | 0.99 | 7 | 0 | 0.93 | -10 | -1 | -0.2
COc1ccc(C2=NN(C(=O)c3ccco3)C(c3cc4ccccc4nc3Cl)C2)cc1 (stereo not given) | -3 | 1 | 1 | 3 | -4 | 0.97 | -14 | -2 | .
O=c1[nH]c(SCCOc2cccc3ccccc23)nc2ccccc12 | 11 | -4 | 0.89 | 10 | -2 | 0.9 | -5 | -1 | 1.0
CCNC(=O)C1CN(S(=O)(=O)c2ccccc2)CCN1S(=O)(=O)c1ccccc1 (stereo not given) | 5 | -2 | 0.95 | 5 | -2 | 0.95 | 3 | 4 | 0.9
CCn1c(SCc2ccc(C#N)cc2)nnc1-c1ccc(S(=O)(=O)N2CCCCC2)cc1 | 0 | 2 | 1 | 3 | -1 | 0.97 | -5 | -3 | 4.2
C[C@H]1CN([C@@H](C)CO)C(=O)c2cccc(NS(=O)(=O)c3cn(C)cn3)c2O[C@H]1CN(C)S(C)(=O)=O | -4 | -2 | 1 | 8 | -3 | 0.93 | 4 | 1 | 0.8
CCOC(=O)N1CCN(c2ccncc2S(=O)(=O)N2CCCCC2)CC1 | 1 | 2 | 0.99 | 10 | 2 | 0.9 | -4 | -4 | 0.6
COC(=O)Cn1cc(C(=O)c2ccco2)c2ccccc21 | 17 | -3 | 0.83 | 5 | 4 | 0.95 | -1 | 0 | 0.7
Cc1cc(N2CCOCC2)ccc1/C=C1\NC(=O)N(CC(=O)Nc2ccccc2C)C1=O | 2 | 0 | 0.98 | 7 | -3 | 0.93 | -3 | -1 | 0.8
CC(C)Cn1c(N2CCN(C(=O)c3cccs3)CC2)nc2ccccc21 | 6 | -2 | 0.94 | 7 | -4 | 0.93 | -4 | 1 | 1.0
Cc1oc(CSCCSCc2cc(C(=O)O)c(C)o2)cc1C(=O)O | -6 | 0 | 1.1 | -2 | 1 | 1 | -7 | -7 | 4.0
